# Screening data as filed in PubChem BioAssay.
# LYP act: activators of human LYP (PTPN22) phosphatase; recombinant LYP, DiFMUP fluorescence; 0 = plate median, 100 = signal doubled; activation, % at 2 µM; hit rate 0.11% among 96,000; AID 697; Q9Y2R2;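 active = activation at 2 µM above a set limit, the mean plus 5 SD, cut at about 37% in these data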
# Target sequence (Q9Y2R2 whole entry, looked up): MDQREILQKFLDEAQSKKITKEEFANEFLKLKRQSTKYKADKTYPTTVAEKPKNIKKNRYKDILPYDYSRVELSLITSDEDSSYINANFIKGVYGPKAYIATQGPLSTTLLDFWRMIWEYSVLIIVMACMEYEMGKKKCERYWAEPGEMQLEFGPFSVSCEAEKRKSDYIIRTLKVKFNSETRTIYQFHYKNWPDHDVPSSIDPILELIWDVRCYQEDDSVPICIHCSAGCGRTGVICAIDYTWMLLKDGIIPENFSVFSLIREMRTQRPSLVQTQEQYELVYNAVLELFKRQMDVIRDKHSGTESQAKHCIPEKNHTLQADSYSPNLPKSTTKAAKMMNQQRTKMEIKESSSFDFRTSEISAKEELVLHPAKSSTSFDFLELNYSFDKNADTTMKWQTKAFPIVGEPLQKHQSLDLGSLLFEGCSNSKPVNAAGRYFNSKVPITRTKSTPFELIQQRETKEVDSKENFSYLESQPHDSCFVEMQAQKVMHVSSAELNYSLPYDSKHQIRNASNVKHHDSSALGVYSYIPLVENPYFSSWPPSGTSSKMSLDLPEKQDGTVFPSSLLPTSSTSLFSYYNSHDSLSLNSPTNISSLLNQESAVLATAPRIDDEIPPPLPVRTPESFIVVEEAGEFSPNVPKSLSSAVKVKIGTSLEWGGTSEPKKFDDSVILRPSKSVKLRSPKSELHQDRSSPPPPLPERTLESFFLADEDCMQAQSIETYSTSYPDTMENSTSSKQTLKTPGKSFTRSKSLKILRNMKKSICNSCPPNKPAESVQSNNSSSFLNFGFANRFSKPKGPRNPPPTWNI
# PLK1 kinase inh: PLK1 (human) kinase inhibition | P53350 | recombinant PLK1 kinase, TR-FRET peptide phosphorylation | inhibition, % at 10 µM | hit rate 0.53% among 97,000 | AID 619;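 active = inhibition of 50% or more in the single-concentration screen; inactive = inhibition below 50%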;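 also: 0% = DMSO max control and 100% = H-89 dihydrochloride min control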
# EphB4 ephrin blk: antagonists of human EphB4-ephrin-B2 interaction | P54760 | EphB4 LBD / TNYL-RAW-Alexa532 peptide, fluorescence polarization | inhibition, % at 7 µM | hit rate 0.15% among 97,000;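 active = inhibition above the screen-wide mean inhibition plus 3 SD, cut at about 15% in these data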;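 also: 0% = DMSO wells and 100% = excess unlabeled TNYL-RAW peptide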
# HIV Rev-RRE inh: inhibitors of HIV-1 Rev-RRE RNA interaction; Rev peptide-RRE RNA binding, FRET; hit rate 0.79% among 97,000; P05866; inhibition, % at 8 µM; AID 704;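 active = inhibition above the screen-wide mean plus 3 SD, cut at about 35% in these data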;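 also: 0% = median DMSO wells and 100% = median Neomycin B control wells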
# Target sequence (P05866 whole entry, looked up): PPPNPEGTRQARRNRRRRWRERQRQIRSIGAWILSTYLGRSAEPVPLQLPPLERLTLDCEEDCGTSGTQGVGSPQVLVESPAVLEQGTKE
#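 Assay system: Rev peptide and RRE RNA, both fluorescently labelled; times: 5 min preincubation and 15 min binding, 25 °C; detection: FRET, ex 480 nm, em 540 and 671 nm; read-out basis: % inhibition from 671/540 nm acceptor-to-donor ratio, scaled between controls; benchmarks: DMSO low control, neomycin B high control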
# F-actin modifier: modifiers of cytoskeleton assembly; AID 836; hit rate 0.18% among 91,000; inhibition, % at 2 µM; HUVEC TNFa F-actin phalloidin imaging, high content;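 active = inhibition above the batch mean plus 3 SD and confirmed as a hit by visual image inspection, cut at about 30% in these data, passing the limit was not always enough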; also: strong numbers were not always called active
# FAK blocker: FAK (human) kinase inhibition. Q05397. biochemical FAK kinase activity assay. inhibition, %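 (tested at 7 µM)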. hit rate 0.84% among 97,000; in the data active = inhibition above about 19%;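 also: 0% = DMSO and 100% = reference compound high control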
# PTK2B oligo ant: blocks oligomerization of human Pyk2 in cells; Q14289; Q293 cells, Pyk2 FERM NanoBiT luminescence; active compounds read low; z-score (the deposit names both 25 µM and 10 µM); hit rate 0.83% among 99,000;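 active = Z-score of -3 or lower, scaled per plate to the spread of control and sample wells; inactive = z-score above -3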;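 also: negative z-score means lost luminescence so less FERM oligomerization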
# PTPN22 inh 2: LYP (human) phosphatase inhibition; hit rate 0.21% among 96,000; recombinant LYP catalytic domain, DiFMUP fluorescence; inhibition, % at 2 µM;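 active = inhibition at 2 µM at or above a set limit, the screen mean plus 3 SD, cut at about 24% in these data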;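 also: 0% = DMSO with enzyme and 100% = enzyme fully blocked by orthovanadate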
# Plk1 PBD FP: Plk1 (human) PBD binding inhibition; AID 693; Plk1 PBD phosphopeptide binding, fluorescence polarization; inhibition, %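 (tested at about 20 µM)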; P53350; hit rate 0.13% among 97,000; in the data active = inhibition above about 34%, passing the limit was not always enough
# Numbers without * were called inactive; nt = not tested or not shown. Rows were taken by chance; 3.5% or so of the library scored in one or more.
SMILES,LYP act,PLK1 kinase inh,EphB4 ephrin blk,HIV Rev-RRE inh,F-actin modifier,FAK blocker,PTK2B oligo ant,PTPN22 inh 2,Plk1 PBD FP
COc1cc2[nH]c(=O)n(Cc3ccc(C(=O)NCC4CCCO4)cc3)c(=O)c2cc1OC (stereo not given),0,-8,3,10,15,3,0.05,-3,-6
CCOC(=O)N1CCN(c2c(NCc3ccc(N(C)C)cc3)c(=O)c2=O)CC1,0,-2,4,7,9,6,nt,-1,2
COc1ccc(-n2nccc2-c2nn(-c3cccc(OC)c3)c(=O)n(C)c2=O)cc1,14,-12,-3,5,nt,-1,-0.52,-12,10
O=C(Nc1ncccc1Cl)C1COc2ccccc2O1 (stereo not given),3,-7,-1,6,-4,3,0.09,-4,17
C=CCn1c2ccccc2c2nnc(SCC(=O)NC(C(=O)OC)C(C)C)nc21 (stereo not given),0,-10,-7,4,11,3,-0.36,-3,9
Cc1ccc(C(=O)N/N=C\c2cccn2C)cn1,9,-1,3,1,-10,-6,0.04,-6,1
COc1ccc(NC(=O)C2CCCN2S(=O)(=O)c2ccc3c(c2)CCC(=O)N3)cc1 (stereo not given),0,-13,-7,1,0,0,nt,-3,17
O=C(CN1CCN(c2ccccc2F)CC1)c1ccc2cc[nH]c2c1,7,-5,0,8,-6,-1,nt,-10,0
CC1(C(=O)NC2CCCCCC2)CCC(=O)N1Cc1ccc2c(c1)OCO2 (stereo not given),14,-9,-8,-4,-32,-5,0.16,-16,3
Cn1cc(C(=O)c2ccc(Cl)cc2)cc1-c1nc2ccccc2n1C,-4,-4,-1,16,3,3,0.07,3,-30
Cc1c(C(=O)OC(C)C)[nH]c2c1C(=O)CCC2,-2,-13,-2,-2,-4,0,0.47,-3,-25
Cc1csc(NC(=O)CSc2nnc3ncccn23)n1,3,-5,9,8,-9,0,1.3,-6,9
Cc1ccccc1NC(=O)c1cccc2nc3ccccc3nc12,-4,-2,-2,-4,-3,9,-1.3,6,-38
C=CCn1c(SCC(=O)Nc2c(C)n(C)n(-c3ccccc3)c2=O)nc2sc(C)c(-c3ccccc3)c2c1=O,0,-13,4,1,-6,-3,-1.5,-3,1
COc1cc(S(=O)(=O)N2CCOCC2)ccc1NC(=O)COC(=O)C12CC3CC(CC(C3)C1)C2,-7,-5,8,8,0,-1,0.63,6,5
CCn1ncc(Br)c1C(=O)NC(C)c1ccccc1 (stereo not given),8,-12,4,2,6,-1,0.92,-9,12
CCCCN1C(=O)CC(C(=O)O)C1c1ccc(OC)cc1 (stereo not given),3,-12,0,8,15,1,0.11,0,19
COc1ccc(NC(=O)C2CC(=O)n3cnnc3S2)cc1 (stereo not given),-12,-12,-4,1,1,1,0.5,12,10
O=C(COC(=O)c1ccccc1F)c1ccc(-n2nncc2-c2ccco2)cc1,1,-10,-7,16,-6,-2,0.44,0,13
O=C(CCC1COc2ccccc2O1)Nc1cccnc1 (stereo not given),-1,-13,-8,-1,-7,2,1.4,1,15

# Structures from the list above containing an NH in an aromatic ring:
SMILES,LYP act,PLK1 kinase inh,EphB4 ephrin blk,HIV Rev-RRE inh,F-actin modifier,FAK blocker,PTK2B oligo ant,PTPN22 inh 2,Plk1 PBD FP
COc1cc2[nH]c(=O)n(Cc3ccc(C(=O)NCC4CCCO4)cc3)c(=O)c2cc1OC (stereo not given),0,-8,3,10,15,3,0.05,-3,-6
O=C(CN1CCN(c2ccccc2F)CC1)c1ccc2cc[nH]c2c1,7,-5,0,8,-6,-1,nt,-10,0
Cc1c(C(=O)OC(C)C)[nH]c2c1C(=O)CCC2,-2,-13,-2,-2,-4,0,0.47,-3,-25

# The main list resumes with the four entries that preceded the break.
SMILES,LYP act,PLK1 kinase inh,EphB4 ephrin blk,HIV Rev-RRE inh,F-actin modifier,FAK blocker,PTK2B oligo ant,PTPN22 inh 2,Plk1 PBD FP
CCCCN1C(=O)CC(C(=O)O)C1c1ccc(OC)cc1 (stereo not given),3,-12,0,8,15,1,0.11,0,19
COc1ccc(NC(=O)C2CC(=O)n3cnnc3S2)cc1 (stereo not given),-12,-12,-4,1,1,1,0.5,12,10
O=C(COC(=O)c1ccccc1F)c1ccc(-n2nncc2-c2ccco2)cc1,1,-10,-7,16,-6,-2,0.44,0,13
O=C(CCC1COc2ccccc2O1)Nc1cccnc1 (stereo not given),-1,-13,-8,-1,-7,2,1.4,1,15
O=C(CSCc1ccc(F)cc1)N1CCOCC1,4,115*,-7,3,-8,-3,0.4,-6,28
CCCOC(=O)/C(C)=N\NC(=O)c1ccco1,6,-9,5,8,-18,0,-0.25,-6,-14
Cc1cc(C)c(S(=O)(=O)n2cnc3ccccc32)c(C)c1,-13,10,8,9,nt,-2,-0.02,9,24
Cc1ccc(CO/N=C/C2=C(Cl)c3ccccc3CC2)cc1,4,-6,2,20,-4,-2,-0.13,0,-30
CCOc1ccc(N2CC(C(=O)NCc3ccc(F)cc3)CC2=O)cc1 (stereo not given),3,-13,3,6,-6,2,1.9,-4,12
O=C(c1ccccc1C(F)(F)F)N1CCN(S(=O)(=O)c2ccccc2)CC1,-6,-9,0,5,0,-1,0.39,6,6
O=C(c1ccccc1)N1CCN(CC(O)COCC2CC=CCC2)CC1 (stereo not given),1,-3,7,1,39,0,0.56,-3,-20
O=C(O)c1cc(NCc2ccccc2)ccc1N1CCOCC1,-6,-5,2,6,-1,-1,0.33,7,4
COc1ccccc1OCCNC(=O)c1ccccc1C,-4,9,-3,2,14,-8,-0.23,8,3
CC(=O)Oc1cccc(N2C(=O)C3CC=C(Cl)CC3C2=O)c1 (stereo not given),19,-18,-2,2,16,-9,0.6,-22,14
CCOC(=O)Cc1csc(SCC(=O)Nc2cccc(Cl)c2)n1,5,-12,-5,2,9,0,1.3,-6,5
O=C1CCCC(O)=C1C=Nc1ccc2c(c1)oc1ccccc12,2,-19,4,3,-8,-3,-0.27,1,15
Cc1nnc(SCC(=O)Nc2ccccc2)n1CCc1ccccc1,-4,-12,-7,-1,-28,-1,0.17,2,-10
CCCCSc1nnc(NC(=O)CCc2ccccc2)s1,2,-19,2,3,-2,-3,0.39,0,2
COc1ccc(-n2c(=O)c3c4c(sc3n3c(C)nnc23)CCCC4)cc1,7,-10,5,3,-3,-3,nt,-4,-5
CC(=O)Nc1cccc2c1C(=O)N(c1ccc(C)cc1)C2=O,-6,-4,5,4,-5,1,-0.06,5,14
CCc1ccc(-n2c(O)c(C=NCCN(CC)CC)c(=O)[nH]c2=O)cc1,-5,-10,-9,29,-11,-1,0.34,7,-18
COc1ccccc1NC1=C(C)C(=O)CC1,-4,-19,5,10,11,0,0.01,4,15
COc1ccc2nc(Sc3c([N+](=O)[O-])nc(C)n3Cc3ccccc3)[nH]c2c1,1,-15,1,-1,-14,3,nt,2,-32
CCC(=O)Nc1c(C#N)c2nc3ccccc3nc2n1C1CCCCC1,-14,-9,-2,5,6,17,0.27,14,14
O=C(Cn1cnc2c(cnn2-c2ccccc2)c1=O)NCCc1ccccc1,-10,-11,2,0,-8,1,-0.12,9,5
CN1c2ccccc2N(C)C1c1c(O)ccc2ccccc12,8,15,-7,2,2,0,-0.09,-12,-2
Cc1ccccc1OCC(=O)O/N=C(\N)Cc1ccc(Cl)cc1,-6,-4,8,10,7,-2,2.7,7,-5
CC[n+]1c(/C=C(\C)SC)sc2ccccc21,-16,-3,-2,3,10,4,-0.92,17,-3
COCn1c(COc2ccc3ccccc3c2)nc2ccccc21,-2,4,1,11,-1,0,-2,2,8
COc1ccc(NC(=O)c2cc([N+](=O)[O-])nn2Cc2ccccc2)c(C)c1,-11,-12,3,3,-8,-3,-1.2,13,-17
CCc1nc2c3cnn(-c4cc(Cl)ccc4C)c3ncn2n1,4,-4,3,5,9,-5,0.99,-5,-14
Cc1cc(NS(=O)(=O)c2ccc(NC(=O)C(CC(C)C)N3C(=O)c4ccccc4C3=O)cc2)nc(C)n1 (stereo not given),2,-7,1,-8,-4,-3,-0.37,-4,-2
Cc1ccc(N/C=C/C(=O)c2ccc(C)cc2)cc1,-4,-6,0,5,nt,2,-0.41,5,-21
COc1ccccc1NC(=O)Cn1nnc(-c2ccccc2NC(=O)c2ccco2)n1,6,-10,5,-5,-21,27*,-0.09,-8,-5
Cn1cnnc1SCCC(=O)Nc1ccc(Cl)cc1,14,-8,-2,5,13,-1,1.1,-19,-4
O=C(NC1CCCC1)C1=COCCO1,1,-6,3,5,14,0,0.45,-2,2
COc1cccc(-c2nnn(CCC(=O)O)n2)c1,-2,-21,8,10,-61,4,-1.6,-1,-6
C=CCOc1nc(N(C)C)nc(N(C)C)n1,12,-11,-7,2,-16,1,0.19,-12,-6
CCC(c1nnc(SCC(=O)Nc2ccc(C(=O)Nc3ccccc3OC)cc2)o1)N(C)C (stereo not given),-16,-11,8,7,-11,-4,1.7,14,3
CN1CCN(C(=O)CN(c2cccc(Cl)c2)S(=O)(=O)c2ccccc2)CC1,-10,1,6,-1,-6,-1,0.77,9,-7
COC(=O)CSc1nnc(-c2ccoc2C)n1-c1ccc(OC)cc1,5,-12,-7,-1,-11,1,-0.42,-6,-22
O=C(N/N=C/c1ccccn1)c1ccco1,0,-4,0,3,11,0,0.41,2,-4
O=C(O)C1C2C=CC(C2)C1C(=O)Nc1cccc(C(=O)N2CCCCC2)c1 (stereo not given),2,-8,-8,13,-4,-2,1.3,-1,-13
CCC(C(=O)c1ccc(O)cc1)c1ccccc1 (stereo not given),0,0,8,5,-18,-1,-0.12,-1,-2

# Reformatted with two lines to a compound: 2 of the compounds above.
# Below each SMILES: LYP act, PLK1 kinase inh, EphB4 ephrin blk, HIV Rev-RRE inh, F-actin modifier, FAK blocker, PTK2B oligo ant, PTPN22 inh 2, Plk1 PBD FP
> Cc1ccc(N/C=C/C(=O)c2ccc(C)cc2)cc1
→ -4, -6, 0, 5, nt, 2, -0.41, 5, -21
> COCn1c(COc2ccc3ccccc3c2)nc2ccccc21
→ -2, 4, 1, 11, -1, 0, -2, 2, 8

# (further entries)
SMILES,LYP act,PLK1 kinase inh,EphB4 ephrin blk,HIV Rev-RRE inh,F-actin modifier,FAK blocker,PTK2B oligo ant,PTPN22 inh 2,Plk1 PBD FP
O=C1c2ccccc2C(Nc2ccc(S(=O)(=O)N3CCOCC3)cc2)N1Cc1ccco1 (stereo not given),-8,-11,6,9,-33,6,nt,5,1
CC(=O)N(C)c1ccc(NC(=S)Nc2ccccc2)cc1,-12,-10,5,2,-24,2,0.3,16,11
Cc1ccccc1NC(=O)CN(c1ccc(F)cc1)S(C)(=O)=O,8,-15,-6,1,-6,2,-0.12,-9,4
COc1ccc2c(C)cc(=O)[nH]c2c1,-5,7,3,11,nt,0,-1.4,6,-5
